# Screens: PubChem BioAssay, several laboratories
# MC4R antagonist – human MC4R antagonism in cAMP assay; P32245; MC4R-expressing cells, MTII-stimulated cAMP, LANCE TR-FRET; inhibition, % at 6.5 µM; 0.48% of 360,000 active;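 active = inhibition above its plate's cutoff, the mean of tested wells on that plate plus 3 SD, cut at about 29% in these data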;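 also: 0% = Melanotan II alone and 100% = Melanotan II plus saturating MCL0020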
#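 System: U2OS cells stably expressing human melanocortin 4 receptor (MC4R). Reagent: Melanotan II challenge after compound preincubation. Doses: 6.5 µM. Times: 30-min compound, 1-h challenge, 1-h detection, room temperature. Measured by: TR-FRET with Eu-cAMP and labeled anti-cAMP, 671 nm. Replicates: singlicate.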
# ABCB6 inh MLPCN – inhibitors of human ABC transporter ABCB6; Q9NP58; K562-ABCB6 porphyrin accumulation, flow cytometry, 1 h; stronger effect = lower value; fluorescence ratio to DMSO, % at 10 µM; 0.19% of 360,000 active; AID 602162;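 active = fluorescence ratio to DMSO below 75%, the collection mean minus 3 SD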;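 also: signal is porphyrin accumulated inside mitochondria; 100% equals median channel fluorescence of DMSO control wells; lower ratio means ABCB6 inhibition with less porphyrin fluorescence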
# H9c2 protect – protects H9c2 cardiomyocytes from peroxide injury | H2O2 injury protection, ATPLite, 2 h | protection from H2O2 cell death, % at 20 µM | 0.63% of 360,000 active;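 active = compounds giving at least 50% protection of heart cells from peroxide-induced death in the single-dose screen, raw or plate-pattern-corrected value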;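 also: 0% = DMSO wells with peroxide and 100% = DMSO wells without peroxide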
# iPSC survival up – hiPSC single-cell survival enhancement; ATPlite luminescence; 100% = ROCK inhibitor wells, 0% = DMSO; survival enhancement, % at 20 µM; 0.044% of 360,000 active; AID 602274; in the data active = survival enhancement above about 18%;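 also: cells exposed to compounds for 16 hours before the ATP read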
# HTR2A ag – activates the mouse 5-HT2A serotonin receptor. 0.66% of 360,000 active. activation, % at 7.6 µM. AID 624169. CHO-K1 mHTR2A beta-arrestin complementation, luminescence; percent of 30 µM serotonin response. P35363;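 active = activation above a run cutoff, the mean activation of all tested compounds plus 3 SD, cut at about 14% in these data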;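 also: 0% = plate median of compound wells and 100% = 30 µM serotonin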
# Granule exo inh – blocks lytic granule exocytosis. TALL-104 LAMP-1 surface exposure, flow cytometry; cells stimulated with thapsigargin and PMA. inhibition, % at 10 µM. 0.66% of 360,000 active. AID 651702;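 active = inhibition above about 55%, limit read from the data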
# Glyco luc inh – blocks N-linked glycosylation in D54 reporter cells. D54 ERlucT glycosylation luciferase reporter, 24 h; percent of 100 nM tunicamycin response. reporter increase, % at 12.5 µM. 0.23% of 360,000 active. AID 588692;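 active = mean luciferase reporter signal, scaled so untreated is 0 and the glycosylation-blocking control 100, at or above a set limit in every replicate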;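 also: luciferase carries N-glycosylation sites so blocking glycosylation raises the light; 0% = median of neutral control wells and 100% = median of 100 nM tunicamycin wells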
# aDG glyco act – increases alpha dystroglycan glycosylation | Pro5-aDG cells, alpha-DG glycosylation AlphaScreen (IIH6); 0% Pro5, 100% B10-LARGE cell signal | activation, % at 10 µM | 0.22% of 360,000 active;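 active = activation of at least 8% versus controls, or a plate z-score of at least 8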;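 also: Pro5 are CHO cells carrying HIG-tagged alpha-DG that lacks glycosylation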
# MC4R ag barr – agonists of human melanocortin 4 receptor (MC4R) beta-arrestin; U2OS MC4R beta-arrestin complementation, luminescence; percent of melanotan II response, DMSO zero; AID 540308; 0.98% of 360,000 active; activation, % at 8.9 µM; P32245;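 active = activation above a per-plate cutoff, the mean activation of sample wells on that plate plus 3 SD, cut at about 8% in these data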
# ABHD5-PLIN5 inh – ABHD5-PLIN5 protein interaction inhibition | Q00G26+Q8WTS1 | Split G. princeps luciferase complementation, luminescence, 4 h | inhibition, % at 4 µM | 0.78% of 360,000 active;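 active = inhibition above the mean inhibition across every tested compound plus 3 SD, cut at about 22% in these data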;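 also: 0% = DMSO only wells and the 100% control is not disclosed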
# Target sequence (Q00G26 whole entry, looked up): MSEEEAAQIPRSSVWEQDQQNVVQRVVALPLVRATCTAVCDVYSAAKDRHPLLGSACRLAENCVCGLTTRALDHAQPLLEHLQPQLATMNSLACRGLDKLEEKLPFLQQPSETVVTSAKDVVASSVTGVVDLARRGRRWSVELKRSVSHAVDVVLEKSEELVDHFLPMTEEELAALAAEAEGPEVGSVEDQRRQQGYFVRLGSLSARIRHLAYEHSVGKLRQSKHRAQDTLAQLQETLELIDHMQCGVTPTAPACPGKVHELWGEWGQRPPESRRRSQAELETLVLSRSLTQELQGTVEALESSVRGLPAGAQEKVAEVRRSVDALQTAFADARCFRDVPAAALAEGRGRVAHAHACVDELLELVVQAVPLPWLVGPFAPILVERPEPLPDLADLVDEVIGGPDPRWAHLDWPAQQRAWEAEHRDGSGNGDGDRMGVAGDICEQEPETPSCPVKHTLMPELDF
# Target sequence (Q8WTS1 whole entry, looked up): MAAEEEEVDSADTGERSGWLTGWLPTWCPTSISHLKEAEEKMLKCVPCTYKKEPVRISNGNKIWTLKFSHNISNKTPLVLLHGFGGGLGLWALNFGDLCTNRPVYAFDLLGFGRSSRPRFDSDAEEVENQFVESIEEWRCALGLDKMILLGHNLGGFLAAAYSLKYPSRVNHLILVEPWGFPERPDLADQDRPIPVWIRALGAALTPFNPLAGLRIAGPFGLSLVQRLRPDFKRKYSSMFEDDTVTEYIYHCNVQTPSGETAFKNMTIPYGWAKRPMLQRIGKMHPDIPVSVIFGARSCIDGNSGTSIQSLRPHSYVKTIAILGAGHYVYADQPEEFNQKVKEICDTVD
# An asterisk follows results filed as active. This is a random part of the collection (roughly 4.5% active in at least one column).
SMILES,MC4R antagonist,ABCB6 inh MLPCN,H9c2 protect,iPSC survival up,HTR2A ag,Granule exo inh,Glyco luc inh,aDG glyco act,MC4R ag barr,ABHD5-PLIN5 inh
CCCCCc1ccc(OCCCC[n+]2ccccc2)c(CCCCC)c1,16,92,-24,-2.0,-10,11,7,-0.1,10*,8
CC(C)Oc1cc(F)ccc1-c1cc(C(=O)Nc2ccc(F)cc2)[nH]n1,4,94,-6,-0.5,-1,-16,-2,0.0,-0.4,0
CC(=O)c1cc(C)ccc1OC(=O)c1ccncc1,-2,98,1,1.3,0,-5,2,0.0,-0.4,5
CCCCCCSc1cc(-c2nc3cnccn3c2NCCCC)ccc1OC,12,119,6,2.5,-2,5,-6,1.1,2.0,3
CN1CCN(NS(=O)(=O)c2cccs2)CC1,5,99,4,1.7,-1,0,2,0.0,-2.7,-22
Cc1sc2ncnc(SCC(=O)NC(=O)c3cccn3C)c2c1C,2,95,-6,-0.8,1,3,-7,0.2,4.5,6
O=C(CCn1c(=S)oc2ccccc21)NC1CCCCCC1,7,105,3,-0.6,-1,-2,-3,-0.2,0.6,-3
COc1cccc(-n2c(Cc3cc(=O)[nH]c(=O)[nH]3)nnc2SCc2cccnc2)c1,4,101,2,-0.6,-4,0,5,0.0,0.3,6
COC(=O)C1=C(C)N(CC(C)C)C(=O)/C1=C\c1cccs1,-10,106,13,-0.4,-1,-3,1,-0.1,-1.8,-3
COCCn1cnc2c1c(=O)n(CC(=O)O)c(=O)n2Cc1ccccc1,7,98,0,-0.8,1,5,3,0.1,-2.5,-2
O=C(NNS(=O)(=O)c1ccccc1)c1cnn(-c2ccccc2)c1-n1cccc1,6,97,2,-0.2,-3,-1,3,0.0,-2.0,-1
O=C(CCC(=O)Nc1ccc(F)cc1)N/N=C/c1cccnc1,-1,94,4,-0.5,-2,5,0,0.1,0.5,2
C=CCN1C(=O)C(O)(CC(=O)c2ccccc2)c2ccccc21 (stereo unspecified),8,88,-1,4.6,-5,9,2,0.0,-0.3,-4
Cc1ccc(NC(=O)Cn2c(C)cc(C)c(C#N)c2=O)c(Cl)c1,-2,109,6,-2.0,-1,-1,-2,0.0,0.7,4
COc1ccc(-n2ncc3c2CC(C)(C)CC3NC(=O)CCc2c(C)nn(C)c2C)cc1 (stereo unspecified),0,91,3,-0.5,-1,-1,0,0.4,-2.7,1
CC1CCN(c2ncnc3c2cnn3-c2ccccc2)CC1,-15,90,-18,-2.9,3,4,-7,0.1,2.4,-3
COC(=O)c1cc(OC)c(OC)cc1NC(=S)N1CCCC1,4,101,6,-0.6,5,-2,-1,-0.1,-1.0,3
COc1ccc(NC(=O)CSc2ccc3nnc(-c4cccnc4)n3n2)cc1,-1,101,4,-0.3,1,-4,2,0.1,-3.7,-7
CC1=Nc2cc(C(=O)NCC3CCCO3)ccc2Sc2ccc(Br)cc21 (stereo unspecified),-30,94,-3,0.3,-3,4,20,0.1,-2.1,4
CC(c1nnc(SCC(=O)Nc2sccc2C#N)n1-c1ccc(Cl)cc1)N(C)C (stereo unspecified),5,98,3,-0.8,-7,0,-1,0.1,-0.6,-3
CON(C)C(=O)CCC1CCCN1C(=O)OC(C)(C)C (stereo unspecified),2,102,11,3.2,-7,-2,1,-0.1,1.2,-8
Cc1cc(C)c(C(=O)COC(=O)[C@H](C)Nc2ccc(C(F)(F)F)cc2[N+](=O)[O-])c(C)c1,-4,97,1,3.5,0,-1,-1,0.1,0.7,-4
O=S(=O)(Cc1ccc(Cl)cc1Cl)c1ccc(Cl)cc1,-8,101,-15,-0.5,1,4,20,-0.1,4.2,-1
OCCOCCNc1ncnc2sc(-c3ccccc3)cc12,4,88,2,-3.2,0,-2,-1,0.1,-2.0,-2
COc1ccc(NC(=O)COC(=O)[C@@H]2CCCN2C(=O)c2cccs2)c(OC)c1,5,101,-4,-1.1,2,-5,1,0.0,-2.6,7
CCOc1ccc(NC(=O)Nc2ccc3nccnc3c2)cc1,-1,102,17,-0.9,-6,-2,-1,-0.1,-1.3,-3
O=C(Nc1ccc(F)cc1)Nc1nnc(COc2ccccc2F)s1,-4,87,-10,-1.0,-2,6,-3,0.6,5.0,-6
C/C(=N\N=C1\NC(=O)C(CC(=O)Nc2ccc(C)c(Cl)c2)S1)C(C)(C)C (stereo unspecified),15,99,-3,-1.2,-5,-2,3,-0.3,16*,-4
N#Cc1c(N)nc2c(c1-c1ccccc1)CCC2,28,99,-6,-0.4,-2,-2,0,0.6,1.5,-4
Cc1cc(NC(=O)CON=C(N)CC(=O)Nc2ccccc2Cl)ccc1Br,-5,101,-3,-0.5,-4,-1,2,-0.1,3.5,-3
CN(C)C(=O)c1nc2ccc(Cl)cn2c1CNCc1ccccc1OC(F)(F)F,-2,98,1,1.7,-1,-7,1,-0.3,-1.9,-3
NC(=O)NC(=O)Nc1ccccc1Cl,-4,89,-6,-0.1,4,0,5,-0.2,-1.9,-1
CCc1nc2c(OCCOc3ccccc3)cccn2c1N(C=O)Cc1ccc(OC)cc1,6,94,4,-1.0,1,-9,-1,0.0,-1.2,0
CC(C)(C)N1C(=O)c2ccc(C(=O)Nc3ccc(-c4nc5ccccc5[nH]4)cc3)cc2C1=O,8,100,13,-2.3,-1,1,-1,-0.4,1.6,4
COc1ccc(S(=O)(=O)Nc2ccc3c(c2)CC(=O)N([C@@H](C)CO)C[C@@H](C)[C@@H](CN(C)Cc2ccccc2)O3)cc1,5,98,0,-0.7,-3,5,2,0.7,1.2,-5
COc1ccc(S(=O)(=O)N2CCCC(C(=O)NCc3cccnc3)C2)cc1C (stereo unspecified),13,101,4,4.1,2,-6,-1,-0.1,-0.7,-1
O=C(O)CCn1c(SCc2cc(=O)n3ccccc3n2)nc2ccsc2c1=O,-8,92,20,-1.0,0,0,-3,-0.6,-0.1,5
Cc1oc2cc(OCc3cnn(-c4ccccc4)c3)ccc2c(=O)c1Oc1ccccc1F,9,101,-5,-2.7,-2,2,4,0.4,-3.0,0
COc1cc(CNC(=O)c2cc(C(=O)NCc3cc(OC)cc(OC)c3)n(C)n2)cc(OC)c1,7,97,4,-0.1,-3,-2,-2,0.6,0.1,-14
COC(=O)CSc1ncc(OC)c(OC)n1,8,103,3,2.5,2,-5,0,-0.1,0.4,-2
Cc1ccc(-c2nc(=O)[nH]c3ccc(Br)cc23)cc1,11,104,4,-0.4,0,-5,0,0.0,-0.7,0
Cc1cccc(N2CCN(Cc3c(C)n(C)n(-c4ccccc4)c3=O)CC2)c1C,7,104,-1,-1.9,-7,-2,0,0.0,0.0,0
CN(c1ccc(C(=O)NCC2CCCO2)cc1)S(=O)(=O)c1ccccc1 (stereo unspecified),3,99,-2,3.5,-7,1,-1,-0.6,0.1,3
O=C(COC(=O)CCc1ccc(S(=O)(=O)N2CCOCC2)cc1)NCc1ccc(Cl)cc1,9,97,0,1.5,3,-3,2,-0.1,-1.9,5
COc1ccc(Nc2nc(C)c3ccccc3n2)cc1,-5,89,-12,-3.2,3,-2,0,-0.3,-2.6,-5
Cc1c(C(=O)NCC(C)(C)N2CCOCC2)oc2ccccc12,1,97,-6,-0.5,-4,5,0,0.0,-2.0,-14
COC(=O)Nc1ccc(S(=O)(=O)N2CCC(C)CC2)cc1,-9,97,-4,0.2,0,0,0,0.0,-1.7,-5
CCN(CC)CC(=O)Nc1scc2c1c(=O)oc1ccccc12,6,97,16,-0.6,5,0,-1,0.0,7.3,-3
COc1ccc(S(=O)(=O)Nc2cccc(N(C)S(C)(=O)=O)c2)cc1Br,1,100,-8,0.2,0,1,-3,0.8,-1.8,4
O=C(NC(=S)Nc1ccccc1CO)C1CCCCC1,5,96,-6,2.0,2,2,-1,0.0,-1.1,1
CCOc1cc(-c2noc(CCC(=O)N3CCOCC3)n2)ccc1OC,1,100,6,-1.3,-2,-1,0,0.1,-2.9,-3
COc1cc(NC(=O)c2ccc(-c3cccc(F)c3)o2)ccc1NC(=O)c1ccccc1Cl,15,87,50,0.3,5,40,-9,0.7,0.7,15
CC1(C)CC(=O)CC(=Nc2ccc(C(=O)O)cc2)C1,-4,97,10,-1.4,3,3,-12,-0.1,-0.1,0
COC(=O)CN1C(=O)CSc2ncccc21,-3,101,-2,4.1,1,4,3,-0.4,-1.2,2
Cc1ccc(NC(=S)Nc2ccccn2)cc1C,-4,98,-8,0.4,-1,-1,-3,0.7,1.6,-5
COc1cccc(CN2CCNC(=O)C2CC(=O)NCc2cc(C(C)C)no2)c1 (stereo unspecified),12,98,5,-0.3,7,-3,3,0.0,-2.4,-2
Cc1cc(C)nc(SCC(=O)c2ccc(O)c(O)c2)n1,2,98,18,0.4,10,5,-2,0.2,-1.1,0
O=C(O)CCc1ccc(-c2ccccc2)n1-c1ccc(C(=O)O)cc1,1,98,2,0.5,-2,-3,0,-0.1,0.2,0
O=[N+]([O-])c1cc(C(F)(F)F)ccc1NCCc1ccncc1,-6,79,-9,-0.6,1,-6,0,0.1,-1.2,1
O=C(NCC(c1ccco1)N1CCCCC1)c1cccc(NS(=O)(=O)c2ccc(Br)cc2)c1 (stereo unspecified),12,103,4,0.0,-10,-4,-3,0.0,-3.6,1

# Reprinted from the part before: two entries; new compounds follow.
SMILES,MC4R antagonist,ABCB6 inh MLPCN,H9c2 protect,iPSC survival up,HTR2A ag,Granule exo inh,Glyco luc inh,aDG glyco act,MC4R ag barr,ABHD5-PLIN5 inh
O=[N+]([O-])c1cc(C(F)(F)F)ccc1NCCc1ccncc1,-6,79,-9,-0.6,1,-6,0,0.1,-1.2,1
O=C(NCC(c1ccco1)N1CCCCC1)c1cccc(NS(=O)(=O)c2ccc(Br)cc2)c1 (stereo unspecified),12,103,4,0.0,-10,-4,-3,0.0,-3.6,1
O=C(O)C1CCCCC1C(=O)NCc1ccccn1 (stereo unspecified),5,107,8,1.2,-3,1,1,0.2,-1.6,-6
Cc1cccc(N2CCN(C(=O)c3ccc4nc[nH]c4c3)CC2)c1C,8,95,-3,-0.3,-4,-2,7,0.1,-0.9,2
C=CCOn1c(-n2nc(C)cc2C)nc2ccccc2c1=O,4,108,5,-0.5,-3,-11,1,-0.2,-1.0,4
O=C(NCc1cccs1)c1ccc(N2CCCCC2)nc1,-3,94,-5,-1.3,0,-2,3,0.3,-1.2,-7
Nc1nc(Sc2ccc(C(F)(F)F)cc2[N+](=O)[O-])n[nH]1,-5,140,2,-3.9,7,0,0,0.0,1.3,2
CCC(=O)OCC(=O)Nc1cc(S(=O)(=O)N(C)C)ccc1Cl,-3,97,0,-0.5,0,0,-1,-0.4,-2.9,1
Cc1ccsc1/C=N/NC(=O)c1nnn(-c2nonc2N)c1-c1ccccc1,19,98,1,0.8,2,0,-1,0.0,-2.6,-6
O=C(Cc1ccccc1)NNC(=O)Nc1ccccc1,-2,90,2,-0.7,10,2,1,-0.3,-0.3,3
